Screening data from PubChem.
proKLK7 act = proKLK7 (human) activation, primary screen; P49862; 370,000 compounds, 0.9% hits; purified proKLK7, EDANS-DABCYL substrate fluorescence; 100% is mature enzyme control, 0% vehicle; activation, % at 7 µM;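 active = activation above the mean of all tested compounds plus 3 SD, computed per campaign excluding outliers beyond control limits, cut at about 13% in these data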
Rev-erbA mod = modulators of human Rev-erb alpha DNA binding; activity, % at 10 µM; P20393; Rev-erbα–FITC-DNA binding, fluorescence polarization, 90 min; 370,000 compounds, 0.79% hits; AID 1259318;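 active = activity above about 14%, limit read from the data; passing the limit was not always enough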;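 also: 0% = DMSO wells with 35 nM protein and 100% = DMSO wells with 750 nM protein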
UHRF1 MBD2 ctr = UHRF1 methyl-DNA binding inhibition. Q96T88. UHRF1 binding to methylated oligo, TR-FRET. 370,000 compounds, 0.75% hits. inhibition, % at 4.4 µM; in the data active = inhibition above about 21%;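 also: UHRF1 SRA domain binding a hemimethylated CpG hairpin DNA probe; 0% = median of test compound wells and 100% = reference inhibitor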
ARFGAP1 inhibitor = inhibitors of rat ARFGAP1; Q62848; Arfgap1-stimulated ARF1 GTP hydrolysis, GDP FP detection; inhibition, % at 16.5 µM; 360,000 compounds, 0.26% hits; AID 651572;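 active = inhibition above a per-plate limit, mean inhibition of low control wells plus 3 SD, cut at about 25% in these data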;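 also: 0% = DMSO wells with enzyme and 100% = wells lacking Arfgap1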
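Replicates: Single well per compound | Assay system: Truncated rat Arfgap1 GAP domain | Control set: No-Arfgap1 wells (100%) versus DMSO full-reaction wells (0%) | Times: Enzyme reaction 120 min at 25 °C after 20 min preincubation | Reagent: Human ARF1(Δ1-17)-GTP substrate | Measured by: Tracer-displacement fluorescence polarization with EDTA stop, 620/688 nm | Measure: Percent inhibition of Arfgap1-stimulated GTP hydrolysis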
PLCg1 inh = blocks human PLC-gamma1 enzyme activity; 370,000 compounds, 0.84% hits; inhibition, % at 12.2 µM; AID 720700; purified PLC-gamma1, fluorogenic substrate, fluorescence; P19174; in the data active = inhibition above about 9.5%
Tn7 DDE FP = disrupts Tn7 cyclic peptide binding to fibrin D-Dimer-E complex. 370,000 compounds, 0.13% hits. inhibition, % at 8.3 µM. FP displacement of FITC-Tn7 peptide from fibrin DD(E); 0% = median of compound wells per plate. P02675;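 active = inhibition above the mean of compounds falling within the control limits plus 3 SD of them, cut at about 14% in these data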;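 also: 0% = plate median of compound wells and 100% = 10 µM Aha-Tn7 peptide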
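Also added: labelled Tn7 tracer, 0.1 µM; Assay system: human fibrin DD(E) protein; Amount: 2 µM fibrin DD(E); Schedule: 10 min compound pre-incubation, 3 h probe incubation at room temperature; Repeats: one replicate per compound; Read-out basis: percent inhibition; Measured by: fluorescence polarization of the labelled Tn7 tracer.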
PLC-beta3 inh = inhibitors of human phospholipase C beta3 | Q01970 | inhibition, % at 12.2 µM | AID 720704 | Purified PLC-beta3, fluorogenic substrate, fluorescence | 370,000 compounds, 0.18% hits; in the data active = inhibition above about 11%;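 also: 0% = median of compound wells on plate and 100% = full blocker control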
Target sequence (Q01970 whole entry, looked up): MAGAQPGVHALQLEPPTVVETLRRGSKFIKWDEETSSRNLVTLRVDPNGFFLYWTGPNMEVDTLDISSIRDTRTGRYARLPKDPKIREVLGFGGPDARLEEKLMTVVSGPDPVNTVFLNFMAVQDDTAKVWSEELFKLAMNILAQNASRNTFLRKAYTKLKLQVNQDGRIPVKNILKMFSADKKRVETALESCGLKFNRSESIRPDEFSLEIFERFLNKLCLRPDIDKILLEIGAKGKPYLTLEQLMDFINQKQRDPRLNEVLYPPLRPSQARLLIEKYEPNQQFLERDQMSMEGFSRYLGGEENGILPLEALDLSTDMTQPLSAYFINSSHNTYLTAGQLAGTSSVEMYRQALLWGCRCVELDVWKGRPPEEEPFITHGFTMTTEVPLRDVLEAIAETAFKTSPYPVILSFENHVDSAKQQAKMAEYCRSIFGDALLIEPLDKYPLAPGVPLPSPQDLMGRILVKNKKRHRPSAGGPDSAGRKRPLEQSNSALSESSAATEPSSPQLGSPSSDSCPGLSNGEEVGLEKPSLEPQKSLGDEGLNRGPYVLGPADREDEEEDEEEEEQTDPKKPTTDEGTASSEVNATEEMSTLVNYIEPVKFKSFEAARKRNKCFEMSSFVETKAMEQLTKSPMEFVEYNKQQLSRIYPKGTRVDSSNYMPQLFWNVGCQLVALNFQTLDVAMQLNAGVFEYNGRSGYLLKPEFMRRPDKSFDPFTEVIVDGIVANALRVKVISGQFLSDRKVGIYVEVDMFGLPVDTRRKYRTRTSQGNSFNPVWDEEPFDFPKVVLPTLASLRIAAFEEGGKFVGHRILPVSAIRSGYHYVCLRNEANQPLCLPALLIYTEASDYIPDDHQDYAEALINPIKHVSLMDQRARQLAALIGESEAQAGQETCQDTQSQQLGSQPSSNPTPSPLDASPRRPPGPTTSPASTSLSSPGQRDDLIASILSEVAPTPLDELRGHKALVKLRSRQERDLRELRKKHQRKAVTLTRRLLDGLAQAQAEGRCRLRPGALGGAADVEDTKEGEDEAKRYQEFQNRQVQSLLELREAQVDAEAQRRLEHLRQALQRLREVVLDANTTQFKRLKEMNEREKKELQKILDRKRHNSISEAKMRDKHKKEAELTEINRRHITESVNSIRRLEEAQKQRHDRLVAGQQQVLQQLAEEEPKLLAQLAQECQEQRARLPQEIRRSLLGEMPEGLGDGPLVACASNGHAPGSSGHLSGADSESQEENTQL
HGIII-sPLA2 inh = Blocks human group III sPLA2 activity | Q9NZ20 | QFRET BODIPY PC-A2 liposome hydrolysis, fluorescence | inhibition, % at 12.2 µM | 370,000 compounds, 0.56% hits | AID 743126;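 active = inhibition above mean plus 3 SD of compounds lying within the high and low control bounds, cut at about 19% in these data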;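 also: 0% = median of test compound wells and 100% = no enzyme DMSO wells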
ASAP1 inh = blocks human ASAP1-stimulated Arf1 GTP hydrolysis. Q9ULH1. GDP FP detection. inhibition, % at 16.5 µM. 360,000 compounds, 0.19% hits. AID 624377; in the data active = inhibition above about 25%;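 also: 0% = vehicle with enzyme and substrate and 100% = no enzyme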
DDE Tn6 FP inh = inhibitors of Tn6 peptide binding to human fibrin DD(E). 370,000 compounds, 0.21% hits. inhibition, % at 8.3 µM. Fibrin DD(E) TRITC-Tn6 fluorescence polarization displacement;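 active = inhibition above a per-campaign cutoff: mean of compounds within control limits plus 3 SD, cut at about 15% in these data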;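 also: 0% = median of all compound wells on the plate and 100% = blocking peptide control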
* marks the source's active call; other numbers are inactive results; & = joins results of further samples.

SMILES	proKLK7 act	Rev-erbA mod	UHRF1 MBD2 ctr	ARFGAP1 inhibitor	PLCg1 inh	Tn7 DDE FP	PLC-beta3 inh	HGIII-sPLA2 inh	ASAP1 inh	DDE Tn6 FP inh
CCN(CC(=O)Nc1c(F)cccc1F)C(=O)CSc1ccccc1	-0.2	-3	4	-1	1	-7	-4	5	9	0
COc1ccc(S(=O)(=O)N2CCOCC2)cc1NC(=O)CN1C(=O)NC2(CCCC2)C1=O	0.0	-7	4	11	-2	-3	1	0	1	0
Cn1c(=O)c2c(nc(SCC(=O)N3CCOCC3)n2C)n(C)c1=O	0.2	1	-2	10	2	2	-4	2	-7	7
COc1cc(CN2CCCC(C(=O)c3ccc(C(C)(C)C)cc3)C2)cc(OC)c1O (stereo not drawn)	0.4	5	6	21	6	2	-8	-8	13	-6
Cc1ccc(-c2cc(C(=O)N3CCN(C(=O)c4ccco4)CC3)[nH]n2)cc1C	0.6	0	-4	7	2	5	-10	0	-15	-2
Cc1ccccc1NC(=S)NC(NC(=O)c1ccccc1C)C(Cl)(Cl)Cl (stereo not drawn)	0.2	-5	-3	6	1	2	3	-22	5	10
O=C(NNC(=O)c1ccc[nH]1)Nc1cc(Cl)cc(Cl)c1	-0.1	2	-2	-12	1	12	-5	-1	-2	3
O=c1ccccn1Cc1c(F)cccc1Cl	-0.6	-3	2	4	-1	-1	-2	6	1	-2
CC1(C)C(C=C(Cl)Cl)C1C(=O)OCc1cccc(Oc2ccccc2)c1 (stereo not drawn)	1.0	-1&-2	3	-4	3	2	4	1	-16	1
O=[N+]([O-])c1cc(S(=O)(=O)Nc2ccccc2)ccc1N1CCN(c2ccc(O)cc2)CC1	-0.6	3	-1	-1	0	3	-1	-17	6	2
COc1ccc(NC(=O)CSC2=NN3CCCC(=O)N=C3S2)c(OC)c1	0.3	-3	2	10	0	-5	-11	8	12	6
Cc1ccc(S(=O)(=O)c2ccc(C)cc2)cc1	-0.1	5	0	-1	0	0	2	-8	-5	11
Cc1ccc(NS(=O)(=O)c2ccc(-c3ccc(=O)[nH]n3)o2)cc1Cl	1.4	-5	0	8	-1	-2	5	-10	-3	2
CC(=O)N1CCCN(Cc2cn(-c3cc(C)ccc3C)nc2-c2ccccc2)CC1	-0.7	-2	1	2	-3	1	-8	-2	17	-2
CC1CCCC(C)N1C(=O)COC(=O)/C=C/c1ccco1 (stereo not drawn)	0.1	3	1	16	-1	-4	-9	1	4	5
Cc1ccc(-c2nc3ccccc3n3nnnc23)cc1	-0.1	4	-3	2	2	-1	6	-2	-6	-4
COC(=O)CCC(=O)N1CCCC(CO)(Cc2ccccc2)C1 (stereo not drawn)	-0.2	-3	1	20	1	1	-2	2	-11	-4
CN(Cc1ccccc1)C(=O)COC(=O)c1ccccc1Nc1ccccc1	-3.8	4	1	-2	-72	4	-74	-12	-2	8
NS(=O)(=O)c1cccc(NC(=O)c2cccc(S(=O)(=O)N3CCCCCC3)c2)c1	-0.4	-4	-1	3	1	-8	2	-26	5	2
CC1Sc2ccc(S(=O)(=O)N3CCN(c4cccc(Cl)c4)CC3)cc2NC1=O (stereo not drawn)	0.4	6	-2	-2	1	-6	-4	-11	11	-9
COc1ccc(-c2ccc(/C=C(\NC(=O)c3ccccc3)C(=O)N3CCOCC3)o2)cc1	-0.9	9	1	-2	-19	3	-31	-4	13	6
COc1ccc(NC(=O)CN(C)C(=O)C2CSC3(C)CCC(=O)N23)cc1 (stereo not drawn)	-0.3	-1	-2	-9	3	3	-5	7	-3	7
CCC(=O)N1CCN(C(C)=O)C1c1ccccc1 (stereo not drawn)	-0.1	-4	8	2	0	5	2	5	-9	0
CCN(CC)c1ccc(NC(=S)NC(=O)c2ccco2)cc1	0.1	-2	-2	4	-2	-1	-2	9	-3	7
O=[N+]([O-])/C(C(Cl)=C(Cl)Cl)=C(\Sc1ccccc1)N1CCCCC1	0.1	3	0	0	5	3	3	-2	-1	2
CCCN(CC(=O)Nc1ccccc1C)C(=O)Cc1cccs1	-0.7	5	-1	-2	1	0	1	14	2	4
CCNC(=O)/C(=C/c1ccc2c(c1)OCO2)NC(=O)c1ccc(Br)cc1	0.9	-2	1	-3	-3	-4	-9	3	5	-4
CCC(=O)NC1(C(F)(F)F)C(=O)NC(C)=C1C#N (stereo not drawn)	-1.0	0	0	-2	0	-4	5	-1	5	3
O=C(Cc1ccc(Cl)cc1)Nc1ncc([N+](=O)[O-])s1	0.4	2	-4	1	0	-2	-6	-13	-8	2
COc1ccc(C)cc1NC(=O)c1cccc(C(=O)Nc2cc(C)ccc2OC)n1	-0.2	-2	-1	-13	0	-1	-5	2	3	4
COCc1cc(=O)n2[nH]c(C)c(-c3ccccc3)c2n1	-21	-3	-2	-1	-277	-2	-310	-1	-11	0
Cn1c(SCc2cc(=O)[nH]c(C(C)(C)C)n2)nnc1C(F)(F)F	-0.4	-1	2	-11	0	5	-3	4	-4	-11
O=C(NCC(=O)N1CCN(Cc2ccccc2)CC1)c1ccc(Br)o1	-0.4	1	0	5	6	0	8	4	7	-10
CN1CCC(N2CCN(C3CN(Cc4cn(Cc5ccc(F)cc5)nn4)S(=O)(=O)C3)CC2)CC1 (stereo not drawn)	0.4	-3	18	-15	0	7	1	3	-1	13
O=C(OCCN1C(=O)c2ccccc2C1=O)Oc1ccccc1	-0.5	3	1	1	0	1	-7	1	4	-1
COc1ccccc1-c1cc(C(=O)NCc2ccc(Cl)cc2)no1	0.2	8	1	0	-1	5	-2	3	-9	2
COc1cc(Cl)c(CNC[C@H]2O[C@@H](n3ccc(=O)[nH]c3=O)[C@H](O)[C@@H]2O)c(Cl)c1O	0.0	4	-2	10	1	2	-4	4	17	-2
O=C1NC(NS(=O)(=O)c2ccc(Cl)cc2)(C(F)(F)F)C(=O)N1c1ccccc1 (stereo not drawn)	-0.1	-5	1	4	1	3	-2	0	-9	-1
CC1CCN(S(=O)(=O)c2ccc(C(=O)N3CCCC(C(F)(F)F)C3)cc2)CC1 (stereo not drawn)	-0.6	0	-1	2	-3	0	-4	9	-4	-4
CC(=O)N1CCN(C(C)=O)C1c1ccccc1	-0.1	-6	3	-6	-2	-6	1	4	3	4

12 entries from above, with two lines to a compound:
Sequence of screens – proKLK7 act | Rev-erbA mod | UHRF1 MBD2 ctr | ARFGAP1 inhibitor | PLCg1 inh | Tn7 DDE FP | PLC-beta3 inh | HGIII-sPLA2 inh | ASAP1 inh | DDE Tn6 FP inh
COc1ccc(-c2ccc(/C=C(\NC(=O)c3ccccc3)C(=O)N3CCOCC3)o2)cc1
→ -0.9 | 9 | 1 | -2 | -19 | 3 | -31 | -4 | 13 | 6
COc1ccc(NC(=O)CN(C)C(=O)C2CSC3(C)CCC(=O)N23)cc1 (stereo not drawn)
→ -0.3 | -1 | -2 | -9 | 3 | 3 | -5 | 7 | -3 | 7
CCC(=O)N1CCN(C(C)=O)C1c1ccccc1 (stereo not drawn)
→ -0.1 | -4 | 8 | 2 | 0 | 5 | 2 | 5 | -9 | 0
CCN(CC)c1ccc(NC(=S)NC(=O)c2ccco2)cc1
→ 0.1 | -2 | -2 | 4 | -2 | -1 | -2 | 9 | -3 | 7
O=[N+]([O-])/C(C(Cl)=C(Cl)Cl)=C(\Sc1ccccc1)N1CCCCC1
→ 0.1 | 3 | 0 | 0 | 5 | 3 | 3 | -2 | -1 | 2
CCCN(CC(=O)Nc1ccccc1C)C(=O)Cc1cccs1
→ -0.7 | 5 | -1 | -2 | 1 | 0 | 1 | 14 | 2 | 4
CCNC(=O)/C(=C/c1ccc2c(c1)OCO2)NC(=O)c1ccc(Br)cc1
→ 0.9 | -2 | 1 | -3 | -3 | -4 | -9 | 3 | 5 | -4
CCC(=O)NC1(C(F)(F)F)C(=O)NC(C)=C1C#N (stereo not drawn)
→ -1.0 | 0 | 0 | -2 | 0 | -4 | 5 | -1 | 5 | 3
O=C(Cc1ccc(Cl)cc1)Nc1ncc([N+](=O)[O-])s1
→ 0.4 | 2 | -4 | 1 | 0 | -2 | -6 | -13 | -8 | 2
COc1ccc(C)cc1NC(=O)c1cccc(C(=O)Nc2cc(C)ccc2OC)n1
→ -0.2 | -2 | -1 | -13 | 0 | -1 | -5 | 2 | 3 | 4
COCc1cc(=O)n2[nH]c(C)c(-c3ccccc3)c2n1
→ -21 | -3 | -2 | -1 | -277 | -2 | -310 | -1 | -11 | 0
Cn1c(SCc2cc(=O)[nH]c(C(C)(C)C)n2)nnc1C(F)(F)F
→ -0.4 | -1 | 2 | -11 | 0 | 5 | -3 | 4 | -4 | -11

Next part:
SMILES	proKLK7 act	Rev-erbA mod	UHRF1 MBD2 ctr	ARFGAP1 inhibitor	PLCg1 inh	Tn7 DDE FP	PLC-beta3 inh	HGIII-sPLA2 inh	ASAP1 inh	DDE Tn6 FP inh
CC1(c2ccccc2Cl)NC(=O)N(CC(=O)N2CCc3ccccc32)C1=O (stereo not drawn)	0.1	-3	2	8	-1	-2	-2	10	7	-7
Cc1csc(NC(=O)/C=C/c2ccco2)n1	0.3	-4	-5	7	-41	7	-44	2	8	-1
Cc1ccc(C(=O)COC(=O)CNC(=O)c2ccco2)cc1	0.0	0	0	7	0	-3	-1	1	0	0
O=C(c1ccc(S(=O)(=O)Nc2ccc(F)cc2)cc1)N1CCN(c2ccccn2)CC1	0.2	-1	0	-5	1	1	4	-13	14	2
O=S(=O)(c1cccs1)N1CCN(c2ccnc3cc(Cl)ccc23)CC1	0.8	9	1	9	-4	-3	-12	-9	-1	-10
[N-]=[N+]=NCCN1CCN(CCc2ccccc2)CCC1=O	-1.1	-1	-2	5	-11	0	-12	0	-10	11
COc1ccccc1CNC(=O)c1ccc(-c2ccccc2C(F)(F)F)o1	-0.1	2	2	2	-4	-5	-5	-13	-1	3
CCN(c1ccccc1)S(=O)(=O)c1cccc(C(=O)NCC(c2ccc(OC)cc2)N2CCCCC2)c1 (stereo not drawn)	-0.5	6	-1	1	0	-2	0	-12	0	0
COc1ccc(NC(=O)/C(C#N)=C/c2ccc[nH]2)c(OC)c1	5.2	-16	-2	5	0	2	-8	4	-25	-6
COc1ccc(COc2cc(-c3cccc(OC)c3)nc3ccc(NC(=O)C(C)C)cc23)cc1	8.6	5	-2	4	-167	3	-210	2	6	-8
Cc1ccc(C(=O)c2coc3ccc(O)c(CN4CCN(C)CC4)c23)cc1	0.0	0	-1	3	-1	1	-2	-5	-14	6
Cc1ccc2c(CN3CCN(C(=O)c4ccco4)CC3)cc(=O)oc2c1C	0.4	-1	-3	-2	-2	-4	-9	1	6	-2
